From PubChem
AmpC detergent: qHTS Inhibitors of AmpC Beta-Lactamase (assay with detergent). P00811. AmpC hydrolysis of nitrocefin, absorbance 480 nm, 0.01% Triton. Potency, µM (highest dose often 114 µM), for inactives: top-dose activity change, negative = inhibition, most hits filed as inhibitors. 0.041% of 370,000 active;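 also: potency is read from the fitted curve at half-maximal effect; 0% = no-compound wells and -100% = no-enzyme wells; nearly all actives have a fitted effect of over 25% in size; some results filed as inactive show a strong effect at the top dose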
Target sequence (P00811 whole entry, looked up): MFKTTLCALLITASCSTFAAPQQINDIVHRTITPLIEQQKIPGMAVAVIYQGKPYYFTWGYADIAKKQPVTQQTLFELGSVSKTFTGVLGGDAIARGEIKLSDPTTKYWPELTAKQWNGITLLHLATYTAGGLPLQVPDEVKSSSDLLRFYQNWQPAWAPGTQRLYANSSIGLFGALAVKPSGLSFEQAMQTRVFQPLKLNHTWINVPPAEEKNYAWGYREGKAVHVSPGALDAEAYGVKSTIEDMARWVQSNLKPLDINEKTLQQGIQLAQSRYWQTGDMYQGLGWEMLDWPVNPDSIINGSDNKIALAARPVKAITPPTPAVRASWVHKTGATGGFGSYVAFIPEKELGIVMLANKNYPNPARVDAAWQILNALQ
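AmpC (5.3 nM in the dispensed reagent) in 20 mM phosphate pH 7.0 with 0.01% (detergent screen) or 0.0001% Triton X-100 was preincubated with compounds for 15 min at room temperature. Nitrocefin was then added from an 800 uM solution, and hydrolysis was followed at 480 nm.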
CHX counter: Cycloheximide Counterscreen for Small Molecule Inhibitors of Shiga Toxin; cell reporter, cycloheximide protein synthesis inhibition counterscreen; max response, %; 12% of 300,000 active; in the data active = max response mostly above about 13%, no sharp cut-off; inactive = mostly below about 14%; also: read at 38.3 µM for the half of the compounds with a filed dose; 0% is about no effect
AMA1 RON2 block: qHTS for Inhibitors of AMA1-RON; Towards Development of Antimalarial Drug Lead: Primary Screen; AID 720542, 2013; Potency, µM (titrated, usually from 58.2 µM), without a hit: at the highest dose activity change, negative = inhibition, most hits filed as inhibitors; 0.2% of 360,000 active; Plasmodium falciparum AMA1 (3D7) - RON2 peptide interaction; AlphaScreen AMA1-biotinylated RON2 peptide binding;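 also: potency is read from the fitted curve at half-maximal effect; 0% = vehicle wells and -100% = peptide control; nearly all actives have a fitted effect of over 45% in size; some results filed as inactive show a strong effect at the top dose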
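AMA1 (3D7) with his tag at 25 nM final met compounds first, then biotinylated RON2 peptide at 25 nM; detection used donor plus acceptor beads, 10 µg/mL apiece, read by AlphaScreen after 30 min at room temperature.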
Shiga inhibitor: A qHTS for Small Molecule Inhibitors of Shiga Toxin; inhibition, % at 38.7 µM; Vero cells, Shiga toxin protein synthesis inhibition reporter; 9.2% of 290,000 active; in the data active = inhibition mostly above about 28%, no sharp cut-off; inactive = mostly below about 43%; also: 0% is about no effect
AmpC no deterg: qHTS Inhibitors of AmpC Beta-Lactamase (assay without detergent); P00811; AmpC nitrocefin hydrolysis, absorbance 480 nm, 0.0001% Triton; Potency, µM (highest dose often 57.1 µM), inactives show at the top dose activity change, negative = inhibition, most hits filed as inhibitors; 0.52% of 330,000 active; AID 485341, 2010;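 also: potency is read from the fitted curve at half-maximal effect; plate controls were no compound for no effect and no enzyme for full effect; nearly all actives have a fitted effect of over 20% in size; some results filed as inactive show a strong effect at the top dose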
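AmpC (5.3 nM in the dispensed reagent) in 20 mM phosphate pH 7.0 with 0.01% (detergent screen) or 0.0001% Triton X-100 was preincubated with compounds for 15 min at room temperature. Nitrocefin was then added from an 800 uM solution, and hydrolysis was followed at 480 nm.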
HCMV antiviral: qHTS Assay for inhibitors of the human cytomegalovirus (HCMV) | HFF cells, HCMV-luciferase reporter, 72 h; active compounds read low | activity change, negative = inhibition, % at 57.5 µM | 4.5% of 410,000 active | AID 1259415, 2018; in the data active = activity change below about -60%; inconclusive = no clear call, values can overlap the other calls; inactive = above about -39%; also: % is scaled to controls: 0 for no effect and ±100 for the full control effect
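Human foreskin fibroblasts infected with luciferase-reporter HCMV at MOI 1 PFU/cell, compounds at two doses. Luciferase measured 72 h post infection; normalized to buffer-only basal and Salinomycin (10uM) controls.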
FBPA Giardia inh: qHTS Assay for Inhibitors of Fructose-1,6-bisphosphate Aldolase from Giardia Lamblia; purified Giardia FBPA; Potency, µM (highest dose often 59.6 µM), for inactives: at the top dose activity, negative = inhibition, usual class: inhibitors; AID 2451, 2010; A8B2U2; 0.71% of 290,000 active; also: potency is read from the fitted curve at half-maximal effect; % is scaled to controls: 0 for no effect and ±100 for the full control effect; nearly all actives have a fitted effect of over 55% in size
Target sequence (A8B2U2 whole entry, looked up): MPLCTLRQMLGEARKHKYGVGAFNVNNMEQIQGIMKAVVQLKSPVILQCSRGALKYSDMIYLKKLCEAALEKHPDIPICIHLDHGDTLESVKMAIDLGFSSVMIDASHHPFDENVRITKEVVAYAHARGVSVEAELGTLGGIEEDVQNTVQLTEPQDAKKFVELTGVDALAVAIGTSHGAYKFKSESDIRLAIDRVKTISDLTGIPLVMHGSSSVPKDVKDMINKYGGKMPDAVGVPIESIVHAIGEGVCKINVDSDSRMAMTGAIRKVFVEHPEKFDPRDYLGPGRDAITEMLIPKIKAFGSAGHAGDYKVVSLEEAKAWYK
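40 nM FBPA preincubated 10 min at RT with compound (up to 57.5 uM final), then substrate plus GAPDH/TPI/NAD/arsenate coupling and diaphorase/resazurin added. Fluorescence read after 20 min at RT, 525/598 nm.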
Starred values were filed as active, the others as inactive; & = joins results of further samples; [ ] = remark or other dose. Unless noted, calls follow the shape of the dose curve; as a rule, active = well fitted curve in the direction sought with a large enough effect; inconclusive = small, poorly fitted or top-dose-only effect, or another doubt; inactive = no such curve, though single readings can be large; an effect the other way counts as inactive or inconclusive.

What do the screens show for `COc1ccc(C(Nc2ccccn2)c2c(NC(=O)c3ccco3)sc(C)c2C)cc1OC` (stereo unspecified)?
AmpC detergent: inconclusive; CHX counter: 22*; AMA1 RON2 block: -21%; Shiga inhibitor: 26; AmpC no deterg: 176%[activator]; HCMV antiviral: inconclusive; FBPA Giardia inh: 0%

How did Cc1ccc(NC(=O)Nc2ccc(F)c(Cl)c2)cc1 do in these assays?
AmpC detergent: -6%; CHX counter: 30*; AMA1 RON2 block: 2%; Shiga inhibitor: 82*; AmpC no deterg: -18%[2.29 µM]; HCMV antiviral: inconclusive; FBPA Giardia inh: 1%

Results for Cc1cc(C)c(NC(=O)COc2ccccc2C(=O)Nc2ccc3c(c2)oc2ccccc23)c(C)c1 ?
AmpC detergent: -4%; CHX counter: 5; AMA1 RON2 block: 20%; Shiga inhibitor: -3; AmpC no deterg: -12%; HCMV antiviral: 0; FBPA Giardia inh: 4%

Results for c1ccc(-c2ccc(OCCCNC3CCCC3)cc2)cc1 ?
AmpC detergent: -6%; CHX counter: 11; AMA1 RON2 block: -5%; Shiga inhibitor: 11; AmpC no deterg: 28%; HCMV antiviral: -21; FBPA Giardia inh: inconclusive

How did Cc1c(N(C(=O)c2cc(=O)[nH]c3ccccc23)C(C)C)c(=O)n(-c2ccccc2)n1C do in these assays?
AmpC detergent: 0%; CHX counter: 8; AMA1 RON2 block: -17%; Shiga inhibitor: -10; AmpC no deterg: -26%; HCMV antiviral: 0; FBPA Giardia inh: 4%

What do the screens show for `COc1ccccc1CN(C)C(=O)C1COc2ccccc2O1` (stereo unspecified)?
AmpC detergent: -1%; CHX counter: -2; AMA1 RON2 block: -4%; Shiga inhibitor: 16; AmpC no deterg: -13%; HCMV antiviral: -15; FBPA Giardia inh: -5%

Results for COc1ccc(S(=O)(=O)N2CCC(C(=O)NCCN3CCOCC3)CC2)cc1 ?
AmpC detergent: -1%; CHX counter: -2; AMA1 RON2 block: 6%; Shiga inhibitor: -8; AmpC no deterg: -16%; HCMV antiviral: -36

How did Cn1nc(-c2ccc(C(=O)Nc3ccc(F)cc3)cc2)c2ccccc2c1=O do in these assays?
AmpC detergent: -8%&3%; CHX counter: -3; AMA1 RON2 block: -17%; Shiga inhibitor: -14; AmpC no deterg: -33%; HCMV antiviral: -30; FBPA Giardia inh: -6%

How did COC(=O)c1ccccc1NC(=S)NC(=O)c1ccccc1F do in these assays?
AmpC detergent: -10%; CHX counter: -3; AMA1 RON2 block: 3%; Shiga inhibitor: -2; AmpC no deterg: -25%; HCMV antiviral: -14; FBPA Giardia inh: -17%

How did Cc1c(NC(=O)c2cccc(NC(=O)Cc3ccc(Cl)cc3)c2)c(=O)n(-c2ccccc2)n1C do in these assays?
AmpC detergent: 3%; AMA1 RON2 block: -11%; AmpC no deterg: -17%; HCMV antiviral: -21

What do the screens show for `CN(C)S(=O)(=O)c1ccc(Cl)c(NC(=O)COC(=O)c2ccc(O)cc2)c1`?
AmpC detergent: -11%; CHX counter: -3; AMA1 RON2 block: 6%; Shiga inhibitor: 2; AmpC no deterg: -25%[11.4 µM]; HCMV antiviral: 1; FBPA Giardia inh: 6%

What do the screens show for `Cc1cc(-c2ccccc2)c2c(=O)[nH][nH]c2n1`?
AmpC detergent: -15%; CHX counter: 3; AMA1 RON2 block: 1%; Shiga inhibitor: 10; AmpC no deterg: -50%; HCMV antiviral: -10; FBPA Giardia inh: -28%

Results for COc1ccc(-n2c(N)c(C(=O)NCc3ccco3)sc2=S)cc1 ?
AmpC detergent: -3%; CHX counter: -6; AMA1 RON2 block: -17%; Shiga inhibitor: -15; AmpC no deterg: -25%; HCMV antiviral: -2; FBPA Giardia inh: -21%

How did CCOC(=O)c1cc(C(=O)NCc2ccc(Cl)cc2Cl)nn1C do in these assays?
AmpC detergent: -13%; CHX counter: -2; AMA1 RON2 block: 0%; Shiga inhibitor: 17; AmpC no deterg: -1%; HCMV antiviral: 38; FBPA Giardia inh: 1%

Results for CCN(CC)S(=O)(=O)c1ccc(N2CCOCC2)c(NC(=O)COc2ccccc2C#N)c1 ?
AmpC detergent: -1%; CHX counter: -5; AMA1 RON2 block: 0%; Shiga inhibitor: 25; AmpC no deterg: 76%[activator]; HCMV antiviral: 8; FBPA Giardia inh: -3%

Results for Cc1ccc(OCCNC(=O)c2ccc(NC(=O)CC3SC(N4CCCC4)=NC3=O)cc2)cc1 (stereo unspecified) ?
AmpC detergent: inconclusive; AMA1 RON2 block: -7%; AmpC no deterg: 221%[activator]; HCMV antiviral: 10

How did Cc1cc(C(=O)Nc2cnc3ccccc3c2)ccc1[N+](=O)[O-] do in these assays?
AmpC detergent: -11%; CHX counter: 53*; AMA1 RON2 block: 0%; Shiga inhibitor: 131*; AmpC no deterg: -22%; HCMV antiviral: 25; FBPA Giardia inh: 0%

Results for C=CCN1CC[C@@]2(C)c3cc(O)ccc3CC1[C@@H]2C ?
AmpC detergent: -4%; CHX counter: -4; AMA1 RON2 block: 0%; Shiga inhibitor: 5; AmpC no deterg: -5%; HCMV antiviral: -31; FBPA Giardia inh: 1%&0%

Results for COc1ccc(OC)c(NC(=O)C2CCCCC2)c1 ?
AmpC detergent: -7%; CHX counter: -3; AMA1 RON2 block: -11%; Shiga inhibitor: -9; AmpC no deterg: -22%; HCMV antiviral: -22; FBPA Giardia inh: -2%

What do the screens show for `COCC1CCN(Cc2cn(C)nc2-c2cccc(Cl)c2)C1` (stereo unspecified)?
AmpC detergent: -1%; CHX counter: 1; AMA1 RON2 block: 13%; Shiga inhibitor: -17; AmpC no deterg: -8%; HCMV antiviral: -30; FBPA Giardia inh: -11%

How did O=c1cc(CNc2cc(C(F)(F)F)cc(C(F)(F)F)c2)nc2sccn12 do in these assays?
AmpC detergent: inconclusive; CHX counter: -3; AMA1 RON2 block: -6%; Shiga inhibitor: -11; AmpC no deterg: 14%; HCMV antiviral: 15; FBPA Giardia inh: -5%

What do the screens show for `Cc1ccc(CN2C3CCCC2CC(NC(=S)NCc2ccccc2)C3)cc1` (stereo unspecified)?
AmpC detergent: 3%; CHX counter: 1; AMA1 RON2 block: -8%; Shiga inhibitor: -2; AmpC no deterg: 4%; HCMV antiviral: -67*; FBPA Giardia inh: -15%

Results for CCCCN(C(=O)CSc1nncn1-c1ccccc1OC)c1c(N)n(Cc2ccccc2)c(=O)[nH]c1=O ?
AmpC detergent: -1%; CHX counter: -2; AMA1 RON2 block: -8%; Shiga inhibitor: -2; AmpC no deterg: 144%[activator]; HCMV antiviral: 3; FBPA Giardia inh: 6%

Results for c1ccc(Cn2nnnc2C(c2cccnc2)N2CCN(C3CCCCC3)CC2)cc1 (stereo unspecified) ?
AmpC detergent: -6%; CHX counter: -5; AMA1 RON2 block: -6%; Shiga inhibitor: -35; AmpC no deterg: 6%; HCMV antiviral: 10; FBPA Giardia inh: 2%

Results for Oc1cccc(C(=S)N2CCN(Cc3ccccc3)CC2)c1 ?
AmpC detergent: -5%; CHX counter: 8; AMA1 RON2 block: -15%; Shiga inhibitor: -9; AmpC no deterg: -20%; HCMV antiviral: -16; FBPA Giardia inh: -3%

Results for CCOc1ccc(NC(=O)CN(C)C(=O)c2c(-c3ccccc3Cl)noc2C)cc1OCC ?
AmpC detergent: 0%; AMA1 RON2 block: 7%; AmpC no deterg: 42%; HCMV antiviral: -12

What do the screens show for `CSC1=NCCN1C(=O)c1ccc(S(=O)(=O)N2CCCC2)cc1`?
AmpC detergent: 9%; CHX counter: 0; AMA1 RON2 block: 11%; Shiga inhibitor: -3; AmpC no deterg: 5%; HCMV antiviral: -24; FBPA Giardia inh: -5%

Results for O=C(Nc1ccccc1)N(Cc1ccccc1)Cc1ccccc1 ?
AmpC detergent: -1%; CHX counter: -3; AMA1 RON2 block: 15%; Shiga inhibitor: -21; AmpC no deterg: -25%; HCMV antiviral: 6; FBPA Giardia inh: 2%

How did COCCNC(=O)c1ccc(N2CC3CC(C2)c2cccc(=O)n2C3)c(NC(=O)c2ccc(F)cc2)c1 (stereo unspecified) do in these assays?
AmpC detergent: 1%; CHX counter: -2; AMA1 RON2 block: -6%; Shiga inhibitor: -2; AmpC no deterg: 3%; HCMV antiviral: -2

What do the screens show for `CCc1nc(N[C@H](C(=O)O)C(C)C)c2oc3ccccc3c2n1`?
AmpC detergent: -12%; CHX counter: -2; AMA1 RON2 block: -10%; Shiga inhibitor: -2; AmpC no deterg: -26%; HCMV antiviral: 20; FBPA Giardia inh: 21%

Results for CC1=C(SCCC#N)S/C(=C2\SC(C)=C(SCCC#N)S2)S1 ?
AmpC detergent: -11%; CHX counter: -2; AMA1 RON2 block: -13%; Shiga inhibitor: 43; AmpC no deterg: -51%; HCMV antiviral: 57; FBPA Giardia inh: 15%

What do the screens show for `COc1c2ccoc2c(OC(C)=O)c2oc(C)cc(=O)c12`?
AmpC detergent: 3%; CHX counter: -1; AMA1 RON2 block: -7%; Shiga inhibitor: -9; AmpC no deterg: -15%; HCMV antiviral: -36; FBPA Giardia inh: 3%

Results for CC(=O)N1CCc2cc(S(=O)(=O)CCC(=O)NCc3ccc4c(c3)OCO4)ccc21 ?
AmpC detergent: -3%; CHX counter: 1; AMA1 RON2 block: -15%; Shiga inhibitor: -9; AmpC no deterg: -10%; HCMV antiviral: -30; FBPA Giardia inh: 1%

Results for O=C1OC2(CCCCC2)CC2=C1C1O[C@](c3ccsc3)(Cc3c1ccc1ccccc31)O2 ?
AmpC detergent: -13%[22.9 µM]; CHX counter: 12; Shiga inhibitor: inactive; AmpC no deterg: -54%[11.4 µM]; FBPA Giardia inh: -8%[12.9 µM]

What do the screens show for `Cc1cc(=O)[nH]c(SCC(=O)c2ccc(C(C)C)cc2)n1`?
AmpC detergent: -3%; CHX counter: 34*; AMA1 RON2 block: 2%; Shiga inhibitor: 32*; AmpC no deterg: -28%; HCMV antiviral: -22; FBPA Giardia inh: -6%

Reprinted from above for reference:
How did O=c1cc(CNc2cc(C(F)(F)F)cc(C(F)(F)F)c2)nc2sccn12 do in these assays?
AmpC detergent: inconclusive; CHX counter: -3; AMA1 RON2 block: -6%; Shiga inhibitor: -11; AmpC no deterg: 14%; HCMV antiviral: 15; FBPA Giardia inh: -5%

What do the screens show for `Cc1ccc(CN2C3CCCC2CC(NC(=S)NCc2ccccc2)C3)cc1` (stereo unspecified)?
AmpC detergent: 3%; CHX counter: 1; AMA1 RON2 block: -8%; Shiga inhibitor: -2; AmpC no deterg: 4%; HCMV antiviral: -67*; FBPA Giardia inh: -15%
